# V1aR counter = V1a receptor agonism, counter-screen for OXTR agonists. P37288. CHO-V1R cells, Fluo-8 calcium fluorescence, agonist mode; 0% DMSO, 100% 3 nM vasopressin. activation, % at 3 µM. hit rate 0.25% among 320,000. AID 2797;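 active means activation above the mean activation of all tested compounds plus 3 SD, per screening run, cut at about 20% in these data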;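 further: signal is peak over basal fluorescence ratio across a 100 second FLIPR read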
# CHO-K1 Ca PAM = nonselective activator or artifact in parental CHO-K1 calcium assay. ATP EC20, Fluo-8 calcium fluorescence; 0% at ATP EC20, 100% at ATP max. activation, % at 3 µM. hit rate 0.02% among 360,000;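 active means activation above the run cutoff, the mean activation of all test compounds plus 3 SD, cut at about 40% in these data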;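 further: peak over basal fluorescence ratio in a 140 s read after ATP addition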
# M1 ag = activates human CHRM1 receptor. CHO-K1 hM1, Fluo-8 calcium fluorescence, agonist mode; 0% DMSO, 100% acetylcholine EC100. activation, % at 3 µM. hit rate 0.33% among 360,000. AID 588814;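 active means activation above the run's mean compound activation plus 3 SD, cut at about 16% in these data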;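 further: peak over basal fluorescence ratio within a 140 s kinetic read after compound addition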
# Target sequence (P11229 whole entry, looked up): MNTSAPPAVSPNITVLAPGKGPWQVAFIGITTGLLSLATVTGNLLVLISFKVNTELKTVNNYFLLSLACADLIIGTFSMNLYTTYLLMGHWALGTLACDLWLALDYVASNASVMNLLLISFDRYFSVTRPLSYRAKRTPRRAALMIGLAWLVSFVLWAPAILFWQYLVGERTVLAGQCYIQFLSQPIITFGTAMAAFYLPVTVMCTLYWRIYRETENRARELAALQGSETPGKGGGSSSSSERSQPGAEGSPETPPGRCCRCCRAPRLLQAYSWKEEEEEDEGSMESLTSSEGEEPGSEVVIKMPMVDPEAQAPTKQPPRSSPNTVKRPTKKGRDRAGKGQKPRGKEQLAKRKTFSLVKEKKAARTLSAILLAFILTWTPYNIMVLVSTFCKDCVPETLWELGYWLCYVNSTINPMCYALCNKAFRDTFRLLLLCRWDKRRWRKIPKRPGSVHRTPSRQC
# CHO-K1 Ca antag = M1 antagonist counterscreen hit in parental CHO-K1 cells | inhibition, % at 3 µM | hit rate 0.6% among 360,000 | ATP-induced calcium, Fluo-8 fluorescence;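 active means inhibition above a per-plate cutoff, the plate's mean sample inhibition plus 3 SD, cut at about 24% in these data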;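 further: 0% = DMSO plus EC80 ATP and 100% = DMSO alone without ATP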
# TAAR1 agonist = human TAAR1 agonism; Q96RJ0; CHO RD-HGA16 TAAR1, Fluo-8 calcium fluorescence; vehicle wells 0%, saturating PEA agonist 100%; activation, % at 3 µM; hit rate 0.99% among 360,000;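 active means activation above the mean activation of all test compounds in the run plus 3 SD, cut at about 38% in these data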
# Target sequence (Q96RJ0 whole entry, looked up): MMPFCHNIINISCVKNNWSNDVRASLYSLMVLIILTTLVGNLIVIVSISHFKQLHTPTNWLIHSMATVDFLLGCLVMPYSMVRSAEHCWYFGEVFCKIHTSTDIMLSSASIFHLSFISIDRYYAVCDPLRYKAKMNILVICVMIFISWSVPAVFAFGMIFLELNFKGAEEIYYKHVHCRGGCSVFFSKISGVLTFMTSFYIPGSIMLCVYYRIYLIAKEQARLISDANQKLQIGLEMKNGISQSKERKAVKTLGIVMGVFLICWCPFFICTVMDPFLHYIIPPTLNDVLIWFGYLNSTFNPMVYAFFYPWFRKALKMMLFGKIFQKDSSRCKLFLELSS
#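 Test system: RD-HGA16 (CHO) cells co-expressing Gα16 and hTAAR1 | Doses: Single dose, 3 µM | Schedule: 17-24 h seeding, 75 min 37 °C dye, 30 min RT | Evaluation: % activation from peak over basal fluorescence ratio, DMSO-to-PEA scaled | Technique: Kinetic Fluo-8 calcium fluorescence | Benchmarks: Low control DMSO, high control PEA (EC100)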
# OXTR potentiate = potentiates the human oxytocin receptor response; P30559; CHO-OTR cells, Fluo-8 calcium fluorescence, potentiator mode; 0% = oxytocin EC15, 100% = EC100; activation, % at 3 µM; hit rate 0.061% among 320,000; AID 2445;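 active means activation above that plate's cutoff, the mean activation of tested compounds plus 3 SD, cut at about 6.6% in these data, passing the limit was not always enough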;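 further: 100% uses oxytocin at 75 nM as the full agonist control; some results filed as inactive read as strong as hits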
#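 Replication – single well per compound, singlicate · Assay system – CHO cell line stably expressing human OTR · Timing – 6 min pre-incubation, 100 s read · Measure – normalized max/min fluorescence ratio, % activation · Doses – 3.0 µM, one dose · Detection – Fluo-8 calcium dye fluorescence · Probe or stimulus – oxytocin near EC15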
# TAAR1 antagonist = human TAAR1 antagonism. Q96RJ0. CHO RD-HGA16 TAAR1, Fluo-8 calcium fluorescence, antagonist. inhibition, % at 3 µM. hit rate 1.5% among 360,000. AID 624466;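 active means inhibition above a per-plate cutoff, the mean inhibition of test compounds on that plate plus 3 SD, cut at about 49% in these data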;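 further: 0% = DMSO plus EC80 beta-PEA response and 100% = DMSO alone without agonist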
#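 Assay system: CHO-derived RD-HGA16 cells stably expressing human TAAR1 plus Gα16. Timing: 140 s kinetic read after compound, 140 s after agonist. Technique: kinetic Fluo-8 calcium fluorescence measurement. Measure: % inhibition of agonist calcium response.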
# CHO-K1 Ca ag = counter-screen for M1 agonists: effect in parental CHO-K1 cells. Fluo-8 calcium fluorescence; scaled to maximal ATP response, vehicle zero. activation, % at 3 µM. hit rate 0.48% among 360,000; in the data active means activation above about 15%;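 further: untransfected CHO-K1 host cells lacking M1 receptor as counterscreen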
# CHO parental Ca = signal in parental CHO cells, OX1R antagonist counter-screen; parental CHO-K1, ATP-induced calcium, Fluo-8 fluorescence; inhibition, % at 5.6 µM; AID 463079; hit rate 0.63% among 330,000;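 active means inhibition above that plate's mean sample inhibition plus 3 SD, cut at about 26% in these data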;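 further: 0% = ATP-challenged DMSO wells and 100% = DMSO wells without ATP; some compounds past the cut are filed as inactive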
#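 Test system: untransfected parental CHO cell line. Compound: one dose, 5.6 µM nominal. Detection: intracellular calcium via Fluo-8 no-wash fluorescent dye. Measure: % inhibition. Benchmarks: ATP-challenged DMSO wells low, unchallenged DMSO wells high.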
# Numbers without * were called inactive; x = not tested or not shown.
canonical_smiles,TAAR1 antagonist,CHO parental Ca,M1 ag,OXTR potentiate,CHO-K1 Ca ag,CHO-K1 Ca PAM,CHO-K1 Ca antag,TAAR1 agonist,V1aR counter
Cc1csc(=O)n1CC(=O)OC(C)C(=O)Nc1cccc(Cl)c1 (configuration not stated),-3,-12,0,-5,1.5,-7,5,1,1.1
COc1ccccc1NC(=O)CSc1nnc(-c2ccco2)n1N,3,-15,-1,-6,0.0,-6,-4,0,-0.4
CC(=O)c1c(C)oc2ccc(N(C(C)=O)S(=O)(=O)c3cccc([N+](=O)[O-])c3)cc12,15,-10,-10,-8,3.9,7,5,0,-0.2
O=[N+]([O-])c1ccccc1/C=C/C=N/n1c(-c2ccccc2F)n[nH]c1=S,-17,-21,-7,-8,2.0,17,-13,6,-0.1
COc1ncnc2c1N=C1CC(C)(C)CC(N)=C1S2,14,10,-9,-2,2.1,1,-16,5,1.7
C=CCNC(=O)c1cc(-c2ccc3c(c2)OCO3)on1,-3,-3,-7,-12,2.0,-14,-14,2,1.3
Cc1c(C(=O)Nc2ccc(S(=O)(=O)N(C)C3CCN(C)CC3)cc2)oc2ccccc12,7,-17,-6,-9,2.0,5,-16,19,5.5
COc1ccc(CCNC(=O)CSc2nnc(C(C)N(C)C)n2Cc2ccccc2)cc1OC (configuration not stated),-9,-21,-1,3,-0.1,2,-7,1,-0.4
COc1ccc(OC(=O)c2cccc(S(=O)(=O)N3CCCC3)c2)cc1,-2,-21,-4,-5,2.8,-8,-16,20,1.2
O=C(CN1CCCC(O)C1)N1c2ccccc2Sc2ccc(C(F)(F)F)cc21 (configuration not stated),-18,-4,-6,-2,1.7,13,-6,17,-0.3
O=C(NCCc1cnc[nH]1)c1ccc(-c2ccccc2)cc1,-8,1,-7,-5,3.1,7,-12,4,2.5
O=CN(CCNc1ccccc1)c1ccccc1,-8,x,3,x,-0.2,-16,-6,3,x
Cn1c(SCC(=O)N/N=C/c2cc([N+](=O)[O-])ccc2O)nnc1-c1ccccc1,-13,-19,-2,-10,0.1,-17,3,0,0.9
CN[C@@H](CO)C(=O)NC[C@H]1O[C@@H](n2cnc3c(=O)[nH]c(N)nc32)[C@H](O)[C@@H]1O,8,x,-3,x,0.7,15,-4,0,x
COCCCNc1oc(COc2ccc(Cl)cc2Cl)nc1C#N,19,-13,-4,-20,0.4,-1,8,5,1.0
Cc1cccc(OCCNC(=O)c2cncc(Br)c2)c1,-9,-13,-4,-10,1.1,10,7,12,-0.1
CCn1c(=O)c2cc(C(=O)N(C)c3ccccc3F)sc2c2ccccc21,14,-19,-3,-16,0.5,9,-8,1,2.5
O=C(NC1CCS(=O)(=O)C1)c1c(NC(=O)C2COc3ccccc3O2)sc2c1CCCC2 (configuration not stated),-13,-11,-3,-7,2.3,11,6,4,0.1
CC(=O)Nc1nc(N2C(=O)c3ccccc3C2=O)n(-c2ccccc2)n1,0,-10,1,-10,-0.2,-6,8,6,-0.3
O=C(COc1ccc(S(=O)(=O)NC2CCCCC2)cc1)NCC1CCCO1 (configuration not stated),-13,-5,-5,2,2.5,17,5,2,-0.4
O=C(Nc1ccc(Cl)cc1)C(Cl)C(=O)c1ccccc1 (configuration not stated),4,-2,-13,-5,1.1,-9,-6,20,6.7
CN(Cc1ccccc1)C(=O)c1ccc2sc([C@@H]3O[C@H](CO)[C@H](O)[C@H](O)[C@H]3O)nc2c1,-7,x,0,x,0.8,10,-7,1,x
Cc1[nH]c2ccccc2c1CCNS(=O)(=O)c1ccc(S(N)(=O)=O)cc1,16,5,-3,-5,0.0,5,-6,1,-0.8
CC1CCN(C(=O)CCCN2C(=O)c3cccnc3Oc3ccc(Cl)cc32)CC1,-21,-13,-1,-1,0.9,-23,-6,1,-0.1
CCOC(=O)N1CCN(C(=O)CCCn2nnnc2CN2CCC(C)CC2)CC1,-23,-3,-3,-4,-0.2,6,-21,0,0.4
Cc1sc(NC(=O)c2ccc3ncsc3c2)c(C(N)=O)c1C,12,-11,-5,6,-0.1,-25,-1,0,-1.6
CCN(CC(=O)Nc1cccc(OC)c1)C(=O)C1CCN(C(=O)Nc2ccccc2)CC1,-1,-7,-4,-12,1.4,22,-16,4,-0.2
COc1ccc(CNC(=O)c2ccc(CS(=O)(=O)c3ccccc3C)o2)cc1,5,-19,-3,-7,1.9,-12,-5,1,5.1
O=C(COC(=O)/C=C/c1ccco1)Nc1ccc(F)cc1Cl,2,-11,-12,-4,0.3,19,-4,13,0.1
O=C(c1ccco1)N1CCN(c2ccc([N+](=O)[O-])cc2Cl)CC1,-21,5,0,-8,3.5,2,-4,2,3.2
CC(C)C[C@H](NC(=O)N1CC(=O)Nc2ccccc21)C(=O)N[C@H](C(=O)O)c1ccccc1,9,-6,-3,0,0.1,2,6,0,0.1
COc1ccc(OC(C)c2nnc(N)s2)cc1 (configuration not stated),12,-3,-4,-26,0.3,-5,-7,7,3.8
COc1cccc(NC(=S)N(CCc2c(C)[nH]c3ccc(C)cc23)Cc2cccs2)c1,7,-10,-2,-6,0.5,27,-11,2,0.1
CNC(=O)CSc1nc2c([nH]c3ccccc32)c(=O)n1CCOC,12,1,-7,-6,1.0,18,-10,2,0.7
Cc1ccnc(NC(=O)CCC2CCCCC2)c1,-2,-13,-4,0,1.8,26,-9,19,-1.0
Cc1cc2nc(C3CCCN(C(=S)Nc4ccccc4)C3)[nH]c2cc1C (configuration not stated),-11,-18,-12,-4,0.2,12,-23,10,1.0
CCOc1ncccc1C(=O)N1CCN(c2cc(Cl)ccc2C)CC1,24,-26,-10,-4,1.9,-2,-1,1,-0.2
CN1C(=O)CCC2(c3ccccc3)CC=C(O)C=C12 (configuration not stated),-19,x,-2,x,1.5,22,-12,1,x
O=[N+]([O-])c1ccc(N2CCNCC2)cc1NCc1cccnc1,13,-10,-8,10,0.4,21,-12,1,-0.2
O=C(NCc1ccc2c(c1)OCO2)c1ccc(Br)cc1,-6,3,-4,-4,0.3,8,-8,2,-0.3
O=C1CC(C(=O)Nc2ccccc2)C2(CCCC2)O1 (configuration not stated),-5,2,0,-20,-0.3,12,7,0,0.8
CC(=O)c1ccc(NC(=O)Nc2ccc3c(c2)nc(C)n3C)cc1,2,-15,-5,-7,0.4,12,-24,1,-0.1
COc1ccc(C2=NOC(c3nnc(-c4ccccc4)o3)C2)cc1 (configuration not stated),3,-17,-2,-1,-0.1,18,-9,2,0.3
O=C(Nc1ccccc1Cl)NC1(C(=O)N2CCC(O)CC2)CCCCC1,-6,-6,-1,-3,-0.6,13,-1,1,0.4
C=CCn1c(=N)n(CC(O)COc2ccccc2OC)c2ccccc21 (configuration not stated),1,-4,-7,4,0.8,-4,14,2,0.0
CCOC(=O)c1sc(=NC(=O)c2cccc(OC)c2)n(C)c1C,-10,-9,4,-4,0.0,6,-17,-3,4.2
c1ccn2cc(CSC3=NCCS3)nc2c1,-8,-14,-4,2,0.2,6,-6,-3,-0.3
Cc1nn(-c2ncccn2)c2c1C(=O)CC(C)(C)C2Br (configuration not stated),-3,x,1,x,0.6,11,-5,3,x
O=C(CN1C(=O)NC2(CCCCCC2)C1=O)N1CCCCC1,5,-11,-3,0,2.4,9,-7,4,0.0
NS(=O)(=O)c1ccc(NC2=CC(=O)C(=O)c3ccccc32)cc1,-2,4,-5,-1,0.7,19,-11,14,2.6
c1csc(-c2ccn[nH]2)c1,-10,-5,-2,-11,0.3,14,-21,2,0.8
CN(C(=O)c1ccc(NC(=O)Cc2ccc(NC(=O)C3CCCN(C(=O)C4CCCCC4)C3)cc2)cc1)C1CC1 (configuration not stated),-4,-4,-3,-1,0.2,19,-12,2,-0.1
CCOc1ccc2nc(NC(=O)CSc3cn[nH]n3)sc2c1,14,5,-3,-21,3.1,1,-25,-1,0.2
O=Cc1ccc(OC2OCCOC2Oc2ccc(C=O)cc2)cc1 (configuration not stated),14,21,-6,-2,2.6,7,-3,-1,2.2
CCOC(=O)N1CCC(N(C(=O)Nc2ccc(CC)cc2)C(C)CC)CC1 (configuration not stated),-7,0,-10,2,1.2,13,-24,1,0.5
COc1ccc(-c2noc(CCCC(=O)Nc3ccc(C(N)=O)cc3)n2)cc1OC,-25,8,-6,-8,-0.1,15,-16,3,-1.6
CC(C)COC(=O)NCCCOC(=O)Nc1ccccc1,0,-12,-3,-6,0.8,6,-4,0,1.6
O=C(O)Cc1ccc(C(=O)c2ccc(Cl)cc2Cl)s1,6,-11,-2,-3,0.3,-7,2,-2,-0.5
O=c1c2ccccc2n2c(-c3ccc(F)cc3)nnc2n1Cc1ccccc1,5,-13,-6,4,0.3,12,-5,-1,-0.9
CC(Nn1cnnc1)c1cc(Cl)ccc1O (configuration not stated),-3,-7,-5,1,0.2,12,13,10,1.1
O=C(c1cccs1)N1C[C@H](n2cc(-c3ccc(F)cc3)nn2)[C@@H](O)C[C@@H]1c1ccc(Cl)cc1,16,x,0,x,1.7,0,14,10,x
COc1ccc(N=C2CCS(=O)(=O)c3sccc32)cc1,-8,-4,-2,-4,1.7,19,-15,1,0.1
O=S(=O)(c1ccccc1)N1CCC(O)(CSc2ccc(Cl)cc2)CC1,22,62*,1,-23,5.9,-16,29*,8,11

# In another format: 4 of the compounds above
O=C(Nc1ccccc1Cl)NC1(C(=O)N2CCC(O)CC2)CCCCC1
  TAAR1 antagonist = -6; CHO parental Ca = -6; M1 ag = -1; OXTR potentiate = -3; CHO-K1 Ca ag = -0.6; CHO-K1 Ca PAM = 13; CHO-K1 Ca antag = -1; TAAR1 agonist = 1; V1aR counter = 0.4

C=CCn1c(=N)n(CC(O)COc2ccccc2OC)c2ccccc21 (configuration not stated)
  TAAR1 antagonist = 1; CHO parental Ca = -4; M1 ag = -7; OXTR potentiate = 4; CHO-K1 Ca ag = 0.8; CHO-K1 Ca PAM = -4; CHO-K1 Ca antag = 14; TAAR1 agonist = 2; V1aR counter = 0.0

CCOC(=O)c1sc(=NC(=O)c2cccc(OC)c2)n(C)c1C
  TAAR1 antagonist = -10; CHO parental Ca = -9; M1 ag = 4; OXTR potentiate = -4; CHO-K1 Ca ag = 0.0; CHO-K1 Ca PAM = 6; CHO-K1 Ca antag = -17; TAAR1 agonist = -3; V1aR counter = 4.2

c1ccn2cc(CSC3=NCCS3)nc2c1
  TAAR1 antagonist = -8; CHO parental Ca = -14; M1 ag = -4; OXTR potentiate = 2; CHO-K1 Ca ag = 0.2; CHO-K1 Ca PAM = 6; CHO-K1 Ca antag = -6; TAAR1 agonist = -3; V1aR counter = -0.3
